Source: PubChem BioAssay
PPARg SRC1 recr – PPARgamma agonists recruiting SRC-1 coactivator, primary screen, biochemical; activation, % at 8 µM; PPARgamma-SRC-1 coactivator recruitment biochemical assay; hit rate 0.41% among 200,000; Peroxisome proliferator-activated receptor gamma (Homo sapiens), P37231; in the data active means activation above about 19%;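 further: 0% = DMSO and 100% = reference agonist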
STAT3 inh – IL-6 driven STAT3 reporter inhibitors, primary screen, U3A cells, luciferase, luminescence, MLSCN library | IL-6 STAT3-luciferase reporter; host cell line lacks STAT1 | inhibition, % at 5.5 µM | hit rate 0.89% among 190,000 | AID 862, 2007;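 active means inhibition above the mean inhibition across all screened compounds plus 3 SD, cut at about 44% in these data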;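 further: 0% = DMSO only wells and 100% = 100 µM nifuroxazide control wells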
TNAP act hi DEA – TNAP activators at high phosphate acceptor level, primary screen, biochemical, luminescence, uHTS; purified TNAP, CDP-star luminescence, 1 M DEA, 30 min; hits give high values; 0 = EDTA background, 1 = DMSO-only activity; Alkaline phosphatase, tissue-nonspecific isozyme (Homo sapiens), P05186; activation factor at 20 µM; 200,000 tested, under 10 active;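 active means activation factor at least 2 at 20 µM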
Target sequence (P05186 whole entry, looked up): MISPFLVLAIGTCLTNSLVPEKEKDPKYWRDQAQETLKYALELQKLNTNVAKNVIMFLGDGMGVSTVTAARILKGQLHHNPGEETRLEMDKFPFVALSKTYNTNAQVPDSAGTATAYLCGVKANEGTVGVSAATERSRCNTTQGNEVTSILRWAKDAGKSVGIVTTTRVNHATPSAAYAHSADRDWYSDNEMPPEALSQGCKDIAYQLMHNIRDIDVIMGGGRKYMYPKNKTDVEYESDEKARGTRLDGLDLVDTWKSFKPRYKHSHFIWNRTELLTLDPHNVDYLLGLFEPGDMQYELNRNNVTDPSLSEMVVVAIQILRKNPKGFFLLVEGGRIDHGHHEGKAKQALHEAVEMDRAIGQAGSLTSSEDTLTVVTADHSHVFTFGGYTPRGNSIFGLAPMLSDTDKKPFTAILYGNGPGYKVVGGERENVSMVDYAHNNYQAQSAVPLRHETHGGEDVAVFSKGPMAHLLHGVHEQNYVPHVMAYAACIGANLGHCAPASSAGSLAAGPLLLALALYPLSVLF
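Test system – human TNAP · Doses – 20 µM single point · Incubation – 30 min, room temperature · Signal – luminescent substrate turnover signal · Read-out basis – activation factor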
PPARg SRC2 recr – agonists of PPARg-SRC-2 recruitment, primary screen, biochemical, HTS; Peroxisome proliferator-activated receptor gamma (Homo sapiens), P37231; PPARgamma LBD-SRC-2 recruitment; activation, % at 8 µM; hit rate 0.34% among 200,000; in the data active means activation above about 22%;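 further: 0% = vehicle and 100% = reference agonist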
PPARg SRC3 recr – PPARgamma agonists recruiting SRC-3 coactivator, primary screen, biochemical; Peroxisome proliferator-activated receptor gamma (Homo sapiens), P37231; biochemical PPARgamma/SRC-3 coactivator recruitment assay; activation, % at 8 µM; hit rate 0.26% among 200,000; in the data active means activation above about 23%;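 further: 0% = DMSO and 100% = reference agonist; some compounds past the cut are filed as inactive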
bIAP act – bovine intestinal alkaline phosphatase activators, primary screen, biochemical, bovine IAP, CDP-star luminescence; hit rate 0.17% among 200,000; alkaline phosphatase, intestinal [Bos taurus]; activation factor at 20 µM; purified bovine IAP, 30 min; hits give high values; fold of DMSO-control signal, blank-subtracted;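 active means activation factor of 2 or more at 20 µM, a signal rise over negative controls twice the positive control's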
bIAP inh – bovine intestinal alkaline phosphatase inhibitors, primary screen, selectivity assay for TNAP inhibitor project, biochemical, bovine IAP, CDP-star luminescence; 190,000 tested, under 10 active; alkaline phosphatase, intestinal [Bos taurus]; inhibition, % at 20 µM; purified bovine IAP, 30 min;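 active means over 50% inhibition of intestinal alkaline phosphatase at 20 µM in the single-dose screen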
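System: Purified bovine intestinal alkaline phosphatase (IAP) enzyme | Input: IAP diluted 1/65,000,000 in the well | Also added: CDP-star chemiluminescent phosphatase substrate, 30 µM final | Dosing: 20 µM single dose | Times: Enzyme reaction for 30 min at room temperature | Detection: Luminescence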
STAT3 activator – IL-6 driven STAT3 reporter potentiators, primary screen, U3A cells, luciferase, luminescence, MLSCN library; IL-6 STAT3-luciferase reporter; 100% = signal with IL-6 EC80 alone; activation (% of control), % at 5.6 µM; hit rate 0.91% among 190,000;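 active means activation above the screen-wide mean of compound activation plus 3 SD, cut at about 130% in these data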;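 further: 0% = background luminescence of wells with medium and substrate only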
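Assay system – human STAT1-deficient U3A cells with stable STAT3-luciferase reporter · Also added – IL-6 (33 ng/mL) · Schedule – compound 1 h, then IL-6 6 h at 37 °C · Technique – reporter luminescence signal · Evaluation – % activation versus median of IL-6-stimulated wells · Benchmarks – IL-6-only wells as 100% reference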
TR-FRET SRC-2 ct – TR-FRET signal artefacts, primary screen, artefact control for PPARgamma SRC-2 agonist project, biochemical | TR-FRET artefact counter-screen; hits give high values | TR-FRET ratio at 8 µM | hit rate 0.4% among 200,000; in the data active means TR-FRET ratio above about 2000; further: inactives centre near 1500
ROMK primary – ROMK potassium channel modulators, primary screen, cell-based, thallium flux, MLSMR library; Tet-inducible ROMK, thallium flux fluorescence; actives lie on both sides; B-score at 10 µM; hit rate 2% among 130,000;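 active means signal ratio slope over the read window, or its plate-corrected B-score, at least 3 SD from the plate mean, either direction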;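 further: B-score of the F/F0 ratio slope over 7 to 12 s after thallium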
Target sequence (P48048 whole entry, looked up): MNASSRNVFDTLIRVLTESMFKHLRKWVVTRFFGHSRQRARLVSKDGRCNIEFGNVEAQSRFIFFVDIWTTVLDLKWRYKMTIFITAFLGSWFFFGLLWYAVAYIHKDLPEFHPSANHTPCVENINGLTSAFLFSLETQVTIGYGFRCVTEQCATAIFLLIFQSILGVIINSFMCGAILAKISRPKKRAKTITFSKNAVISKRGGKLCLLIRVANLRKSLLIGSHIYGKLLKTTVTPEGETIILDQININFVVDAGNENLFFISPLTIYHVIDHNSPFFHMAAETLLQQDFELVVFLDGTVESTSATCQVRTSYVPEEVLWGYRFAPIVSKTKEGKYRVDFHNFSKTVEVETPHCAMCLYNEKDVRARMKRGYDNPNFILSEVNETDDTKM
STAT1 inh – STAT1 signaling inhibitors, primary screen, cell-based, HTS, luciferase reporter; hit rate 0.35% among 200,000; inhibition, % at 5.5 µM; AID 920, 2007; NIH 3T3 STAT1-luciferase reporter, IFN-gamma, luminescence;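 active means inhibition above a set limit, the mean inhibition across all tested compounds plus 3 SD, cut at about 34% in these data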;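 further: 0% = IFN-gamma with DMSO and 100% = IFN-gamma with 300 µM nifuroxazide; values of inactives mirror those of a sister screen read the other way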
Starred values were filed as active, the others as inactive; nt = no result given.

compound | PPARg SRC1 recr | STAT3 inh | TNAP act hi DEA | PPARg SRC2 recr | PPARg SRC3 recr | bIAP act | bIAP inh | STAT3 activator | TR-FRET SRC-2 ct | ROMK primary | STAT1 inh
FC(F)Oc1ccc(/C=N/N2CCCCC2)c(OC(F)F)c1 | 2 | -10 | 1 | -7 | -3 | 1 | 4 | 110 | 1569 | -0.28 | -10
C=CCN1C(=NC(=O)CCC(=O)O)SC2CS(=O)(=O)CC21 (stereo unspecified) | 3 | 2 | 1.1 | 1 | -6 | 0.9 | 5 | 107 | 1593 | nt | -1
O=C(COC(=O)c1n[nH]c(=O)c2ccccc12)c1ccccc1 | -3 | 1 | 1.1 | -1 | 5 | 0.8 | 15 | 106 | 1507 | nt | -5
Cn1cccc1Cc1nnc(SCC(=O)NC2CCCCC2)n1CCc1ccccc1 | -3 | -17 | 1 | 1 | 0 | 1.1 | -13 | 114 | 1527 | nt | -4
CCC(C)(C)n1nnnc1C(c1ccc(C)cc1)N1CCC(C)CC1 (stereo unspecified) | 4 | 14 | 1 | 5 | -3 | 1 | -4 | 92 | 1669 | nt | 4
Cc1cc(SC(C)C(=O)Nc2c(C)n(C)n(-c3ccccc3)c2=O)nc2ccccc12 (stereo unspecified) | 1 | 4 | 1.1 | 7 | 9 | 1.1 | -8 | 99 | 1508 | nt | -1
CC(C)CC(=O)Nc1cc(NC(=O)CC(C)C)cc(C(=O)NC(C)(C)C)c1 | 4 | 5 | 1 | 0 | 2 | 0.9 | 5 | 97 | 1521 | 1.2 | -5
O=C(Cn1nc(Cc2ccncc2)c2ccccc2c1=O)N1CCN(C(=O)c2ccco2)CC1 | 3 | -5 | 1.1 | 1 | 7 | 0.8 | 18 | 109 | 1758 | nt | -2
CC(C)(C)CNc1cc(N2CCOCC2)ccc1[N+](=O)[O-] | 3 | -22 | 0.9 | -3 | -1 | 0.9 | 15 | 121 | 1641 | -0.82 | 0
CCOC(=O)CSC1=N/C(=C\c2cc(OC)c(OC)c(OC)c2)C(=O)N1C | 2 | 4 | 1 | 6 | 3 | 0.9 | 10 | 99 | 1553 | nt | 7
CCOC(=O)Cc1csc(NC(=O)CSc2cc(Cl)ccc2Cl)n1 | -4 | 0 | 1 | -3 | 2 | 1 | -4 | 98 | 1661 | -1.9 | 2
O=C(CCNS(=O)(=O)c1cccc2nsnc12)N1CCN(c2ccccn2)CC1 | -6 | 1 | 1.1 | -6 | -10 | 0.9 | 6 | 99 | 1494 | -0.43 | 9
CC(=O)c1ccc(NC(=O)C(C)N(C)CC(=O)Nc2ccc(N3CCOCC3)cc2)cc1 (stereo unspecified) | -8 | 4 | 1 | -1 | 6 | 1.2 | -20 | 98 | 1462 | -0.031 | -12
Cc1ccc(C)c(-n2c(CNc3ccc(F)cc3)nnc2SCC(N)=O)c1 | -1 | 1 | 1.1 | 5 | -3 | 1 | 5 | 102 | 1422 | nt | -2
COc1ccc(C2C(C(C)=O)=C(C)N=c3s/c(=C\c4ccco4)c(=O)n32)c(OC)c1 (stereo unspecified) | 0 | 29 | 0.9 | -5 | -4 | 0.8 | 17 | 83 | 1411 | nt | 7
O=C(NC(Nc1ccccn1)C(Cl)(Cl)Cl)c1ccccc1 (stereo unspecified) | 3 | -4 | 1 | -6 | -3 | 0.8 | 16 | 108 | 1457 | -0.25 | -5
CC(C)(CO)NS(=O)(=O)c1ccc2c(c1)oc(=O)c1cc(S(=O)(=O)NC(C)(C)CO)ccc12 | 3 | -5 | 1 | 0 | 7 | 1 | 1 | 104 | 1736 | nt | -7
Cc1cc(C(=O)COC(=O)CC2Sc3ccccc3NC2=O)c(C)n1-c1ccccc1 (stereo unspecified) | 1 | -3 | 1 | 10 | 5 | 0.9 | 6 | 106 | 1680 | 0.21 | -13
COc1ccc(/C=N/NC(=O)c2cc(-c3ccc4c(c3)OCO4)n[nH]2)cc1OC | 4 | -4 | 1 | 3 | 4 | 1 | 0 | 109 | 1475 | nt | -17
CC1(C)Cc2c(c(-c3ccco3)nc3sc4c(NCCO)ncnc4c23)CO1 | 6 | -7 | 1 | -2 | 5 | 1 | 1 | 107 | 1643 | -0.38 | -4

3 compounds from above, showing only STAT3 inh:
mol | STAT3 inh
Cc1ccc(C)c(-n2c(CNc3ccc(F)cc3)nnc2SCC(N)=O)c1 | 1
COc1ccc(C2C(C(C)=O)=C(C)N=c3s/c(=C\c4ccco4)c(=O)n32)c(OC)c1 (stereo unspecified) | 29
O=C(NC(Nc1ccccn1)C(Cl)(Cl)Cl)c1ccccc1 (stereo unspecified) | -4

The listing continues.
compound | PPARg SRC1 recr | STAT3 inh | TNAP act hi DEA | PPARg SRC2 recr | PPARg SRC3 recr | bIAP act | bIAP inh | STAT3 activator | TR-FRET SRC-2 ct | ROMK primary | STAT1 inh
CN(C)/C=C1/NC(=S)NC1=O | -6 | 6 | 1 | 0 | 0 | 0.9 | 7 | 98 | 1566 | nt | 0
N#Cc1c(C(F)(F)F)cc(-c2ccc(F)cc2)nc1SCC(=O)O | -4 | -31 | 1.1 | 5 | 2 | 0.8 | 15 | 129 | 1656 | 0.73 | -4
CC(C)(O)C#Cc1ccc(C(=O)N2CCC(C(N)=O)(N3CCCCC3)CC2)cc1 | -2 | 5 | 1.1 | 2 | -4 | 1.1 | -6 | 101 | 1379 | nt | -7
CC1CCN(C(=O)c2ccc(-n3cnnn3)cc2)CC1 | -1 | 4 | 1.1 | 3 | -7 | 1 | -1 | 97 | 1403 | -0.051 | -5
CCC(C)(C)n1nnnc1C(c1ccc(F)cc1)N1CCC(C(N)=O)CC1 (stereo unspecified) | 5 | -1 | 1 | 5 | 5 | 1.1 | -6 | 103 | 1543 | 0.19 | 6
CN(C(=O)c1ccccc1Cl)C1CCCCC1 | -2 | -8 | 1 | -7 | 1 | 0.9 | 6 | 109 | 1404 | -0.13 | -7
Cn1c(NC(=O)c2ccccc2)c(-c2cccs2)c(=O)c2ccccc21 | -1 | -13 | 1 | -3 | -5 | 0.9 | 12 | 112 | 1337 | nt | -4
CCn1cc([N+](=O)[O-])c(C(=O)N2N=C3/C(=C/c4cccs4)CCCC3C2c2cccs2)n1 (stereo unspecified) | 1 | -34 | 1 | 9 | 14 | 1 | -3 | 132 | 1470 | -1 | 25
Nc1ccc2oc(CCc3ccccc3)nc2c1 | 4 | 7 | 1.1 | 6 | 8 | 0.9 | 7 | 96 | 1658 | nt | -67
O=C(O)c1cccc(N2C(=O)/C(=C/c3ccc([N+](=O)[O-])cc3)C=C2c2ccccc2)c1 | 0 | 66* | 0.8 | 5 | 7 | 1 | 2 | 46 | 1637 | nt | 39*
CC(NC(=O)C1CCC(CNc2c(N3CCOCC3)c(=O)c2=O)CC1)c1ccccc1 (stereo unspecified) | 1 | 9 | 1 | -6 | 6 | 1 | 3 | 97 | 1625 | nt | 1
Fc1ccccc1N1CCN(C(c2ccccn2)c2nnnn2C2CCCCC2)CC1 (stereo unspecified) | 0 | -1 | 1.1 | -5 | -10 | 1.1 | -12 | 103 | 1398 | nt | 8
COC(=O)C(C)N(C(=O)c1cccc(Cl)c1)c1c(C)cccc1C (stereo unspecified) | 5 | -2 | 1 | 8 | -4 | 1 | 0 | 102 | 1537 | 0.58 | 8
CC(C)(C)c1ccc(-c2n[nH]c(=S)n2C2CCCC2)cc1 | 5 | 41 | 1 | 9 | 9 | 0.9 | 6 | 66 | 1511 | -0.021 | 8
C/C(=C\C(=O)c1ccc(Br)cc1)NCc1ccccc1 | 2 | 17 | 1.1 | 1 | -5 | 0.5 | nt | 91 | 1498 | -1 | -16
C#CC1(NC(=O)N(C)C)CCCCC1 | 8 | 8 | 1 | -6 | 2 | 1 | -1 | 97 | 1613 | nt | 5
COc1ccc(N(C(=O)c2ccccc2OC)C2C=CS(=O)(=O)C2)c(OC)c1 (stereo unspecified) | 8 | 9 | 1 | -1 | 18 | 0.9 | 8 | 97 | 1538 | nt | 3
CCn1nnnc1SCC(=O)c1cccc(OC)c1 | 13 | 4 | 1 | 1 | -5 | 0.9 | 11 | 100 | 1523 | nt | -19
Cc1cc(C(=O)N2CCc3ccccc32)c2ccccc2n1 | -2 | -16 | 1 | 2 | 5 | 1 | 0 | 120 | 1506 | nt | 3
O=C(NC1CCSC1=O)c1cccc(Cl)c1 (stereo unspecified) | -1 | 6 | 0.9 | 3 | -3 | 1 | 2 | 99 | 1468 | -0.58 | 0
CC(C)(C)NC(=O)NC(=O)COC(=O)CNS(=O)(=O)c1ccc(Br)cc1Cl | 7 | -1 | 1 | 12 | 2 | 1 | 0 | 102 | 1701 | 0.0021 | 0
CCCn1c(=O)[nH]c(=O)c2c1nc(-c1ccc3c(c1)OCCO3)n2CCN1CCOCC1 | -4 | 3 | 1.1 | -2 | 6 | 1 | -1 | 102 | 1478 | nt | -10
Fc1ccccc1COc1ccccc1/C=N/Nc1nc(N2CCCC2)nc(N2CCCC2)n1 | -1 | 6 | 1.1 | 0 | 2 | 0.9 | 10 | 95 | 1728 | nt | 13
O=C1c2ccccc2C(=O)C1c1ccncc1 | 5 | 36 | 1 | 4 | 0 | 0.7 | 31 | 70 | 1527 | nt | -29
CCC1(CC)NC(=S)N(Nc2ccccc2)C1=O | -1 | -4 | 1 | 1 | 5 | 1 | -4 | 100 | 1418 | 0.62 | -1
Cc1cc(Cl)ccc1NC(=S)NCc1ccccc1 | 7 | 14 | 1 | 9 | 11 | 0.7 | 30 | 94 | 1663 | nt | 4
C=CCN(C(=O)Cn1ncc2c1-c1cc(C)ccc1OC2)c1ccccc1 | 0 | -5 | 1 | 6 | 4 | 1 | -3 | 109 | 1631 | nt | -1
